Screens: PubChem, several laboratories
p97 inhibitor = blocks human p97 ATPase activity; P55072; recombinant p97 ATPase, Kinase-Glo ATP luminescence, 3 h; inhibition, % at 8 µM; 0.42% of 220,000 active; AID 1481; in the data active means inhibition above about 15%;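 further: 0% = DMSO vehicle and 100% = wells lacking enzyme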
Rad51 HR inh = Rad51 (human) homologous recombination inhibition. inhibition, % at 10 µM. 0.085% of 200,000 active. Q06609. hRad51 DNA strand exchange, fluorescence dequenching;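 active means inhibition above 40% at the single screening dose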;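 further: 0% = DMSO control wells and 100% = blanks with heterologous ssDNA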
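Test system – preformed human Rad51 ssDNA filaments · Reagent – Donor/quencher-labelled 47-bp dsDNA substrate · Incubation – 37 °C 15-min filament assembly, 30-min compound preincubation, 15-min exchange · Signal – FRET fluorescence dequenching, excitation 485 nm, emission 520 nm · Read-out – percent inhibition from fluorescence, normalised to plate control and blank means · Benchmarks – plate control and blank wells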
FXIIa inh 1536 = factor XIIa (human) inhibition; AID 800; purified FXIIa, Boc-QGR-AMC fluorogenic substrate, 2 h; 0.3% of 220,000 active; inhibition, % at 5 µM; P00748; in the data active means inhibition above about 40%;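 further: 0% = enzyme with no compound and 100% = blank without enzyme; many of its hits are not listed in these tables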
14-3-3 Bad inh = disrupts binding of bovine 14-3-3 zeta to phospho-Bad peptide | P63103 | TR-FRET 14-3-3zeta/Dy647-pBad peptide displacement, 1 h | inhibition, % at 21.7 µM | 0.71% of 220,000 active | AID 781;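 active means inhibition above about 70%, limit read from the data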;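 further: 0% = full 14-3-3 plus peptide FRET controls and 100% = background without 14-3-3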
Target sequence (P63103 whole entry, looked up): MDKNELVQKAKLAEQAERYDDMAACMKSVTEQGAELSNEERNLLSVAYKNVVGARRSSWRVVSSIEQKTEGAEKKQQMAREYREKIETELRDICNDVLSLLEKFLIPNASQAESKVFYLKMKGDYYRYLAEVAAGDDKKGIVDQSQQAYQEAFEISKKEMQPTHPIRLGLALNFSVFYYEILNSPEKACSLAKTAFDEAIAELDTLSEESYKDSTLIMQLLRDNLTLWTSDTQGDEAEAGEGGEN
Mdm2 ligase inh = blocks human Mdm2 ubiquitin ligase activity | signal enhancement, % at 5 µM | 0.11% of 210,000 active | cell-based MDM2 ubiquitination luciferase reporter, 2 h; 0 = plate control, 100 = twice control, blank-subtracted;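 active means signal enhancement of 30% or more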;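 further: luminescence tracks abundance of the self-degrading MDM2-luciferase fusion protein; higher signal means inhibition of MDM2 E3 ligase activity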
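Test system: mammalian cells stably expressing self-ubiquitinating, self-degrading MDM2 E3–luciferase fusion; Amount: 2000 cells in each well; Medium: DMEM; Schedule: 4 h settle plus 2 h compound, 37 °C; Technique: SteadyLite luciferase luminescence after 15 min room-temperature reagent incubation; Benchmarks: plate control and blank wells.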
Wee1 stabilizer = inhibitors of human Wee1 degradation; AID 1321; HeLa Luc-Wee1K328M stability, luciferase luminescence; 100% = proteasome inhibitor MG132 effect; reporter increase, % at 5 µM; 1.2% of 220,000 active;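 active means activation above the mean of all tested compounds plus 3 SD, set per screening run, cut at about 8.8% in these data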;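 further: cells exposed to compound for 20 h before luminescence read; 0% = DMSO alone and 100% = MG132 at 30 µM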
Target sequence (P30291 whole entry K328M): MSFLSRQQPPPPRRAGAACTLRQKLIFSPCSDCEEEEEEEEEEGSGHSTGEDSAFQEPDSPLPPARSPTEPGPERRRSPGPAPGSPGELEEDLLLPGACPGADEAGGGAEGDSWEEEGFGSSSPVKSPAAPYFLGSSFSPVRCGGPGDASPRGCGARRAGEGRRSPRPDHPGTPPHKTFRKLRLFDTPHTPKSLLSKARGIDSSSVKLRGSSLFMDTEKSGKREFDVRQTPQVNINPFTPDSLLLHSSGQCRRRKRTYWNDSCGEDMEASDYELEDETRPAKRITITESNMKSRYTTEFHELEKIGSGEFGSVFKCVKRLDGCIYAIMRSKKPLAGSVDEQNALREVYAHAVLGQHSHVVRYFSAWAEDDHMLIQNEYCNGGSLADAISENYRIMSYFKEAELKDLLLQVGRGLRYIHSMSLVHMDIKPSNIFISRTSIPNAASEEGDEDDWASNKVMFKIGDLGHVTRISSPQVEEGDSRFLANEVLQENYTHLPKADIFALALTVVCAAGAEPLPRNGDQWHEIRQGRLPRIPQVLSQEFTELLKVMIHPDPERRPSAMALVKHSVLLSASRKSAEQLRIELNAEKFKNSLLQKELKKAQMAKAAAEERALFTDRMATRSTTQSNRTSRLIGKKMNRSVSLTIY
eIF4E-4G inh = eIF4E/eIF4G interaction inhibition in translation initiation | P63073+Q04637 | TR-FRET eIF4E-eIF4GI(517-606) binding, 2 h | inhibition, % at 21.7 µM | AID 782 | 0.37% of 220,000 active;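 active means inhibition above about 30%, limit read from the data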;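 further: 0% = full FRET control wells and 100% = background wells lacking eIF4GI fragment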
KLK5 inh = inhibitors of human kallikrein 5; Q9Y337; recombinant hK5, fluorogenic AMC substrate cleavage; inhibition, % at 5 µM; 0.59% of 210,000 active;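 active means inhibition of 40% or more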;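 further: 0% = enzyme controls without compound and 100% = no-enzyme blanks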
FXIa inh 1536 = inhibitors of human coagulation factor XIa; purified FXIa, Boc-Glu-Ala-Arg-AMC fluorogenic substrate; 0.14% of 220,000 active; inhibition, % at 5 µM; AID 798;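 active means inhibition of at least 40%; inactive means inhibition below 40%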;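 further: fluorescence of freed AMC excited at 355 nm; 0% = enzyme without compound and 100% = no enzyme blank; many of its hits are not listed in these tables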
Starred values were filed as active, the others as inactive; · = not tested or not shown; [ ] = remark or other dose.

SMILES | p97 inhibitor | Rad51 HR inh | FXIIa inh 1536 | 14-3-3 Bad inh | Mdm2 ligase inh | Wee1 stabilizer | eIF4E-4G inh | KLK5 inh | FXIa inh 1536
CN(C)Cc1cc(C(C)(C)c2cc(CN(C)C)c(O)c(CN(C)C)c2)cc(CN(C)C)c1O | 3 | -1 | 5 | -11 | -9 | 0 | -1 | -13 | -4
CCCCCc1nnc(N)s1 | -7 | -4 | 11 | -12[fluorescence artefact?] | -14 | -1 | 0 | -29 | -5
CCC(c1nnnn1Cc1ccc2c(c1)OCO2)N1CCN(c2ccc(OC)cc2)CC1 (stereo not drawn) | -1 | -1 | -2 | 3 | -17 | -4 | -1 | 12 | -3
CC(C)Sc1nc2c(c(=O)[nH]c(=O)n2C)n1CC(O)COc1ccccc1 (stereo not drawn) | -1 | · | 4 | 6 | -21 | -1 | 3 | · | -4
Cc1ccc(N(CC(=O)N/N=C/c2cccnc2)S(=O)(=O)c2ccccc2)cc1 | 3 | -31 | 2 | -2 | -48 | -3 | 1 | -9 | -4
O=C(CSc1nnc(CNc2ccc(F)cc2)n1Cc1ccco1)N1CCCC1 | 6 | -2 | 7 | -8[fluorescence artefact?] | -11 | 0 | -3[fluorescence artefact?] | 2 | 4
COc1ccc(-c2cc(-c3cccnc3)c(C#N)c(N)n2)cc1 | 4 | 1 | -15 | -6 | 2 | 0 | -14 | -7 | -7
CCN(CC)C(=O)CSc1nc(N)c(C#N)c(-c2cccs2)c1C#N | 5 | 2 | 2 | 1 | -7 | 4 | -1 | -11 | 2
CCN(Cc1ccccc1)C(=O)Cn1c(=O)oc2ccccc21 | 5 | -3 | 3 | -4 | 0 | -1 | 3 | -2 | -7
OCc1nc2ccccc2n1CC(O)COc1ccccc1 (stereo not drawn) | 3 | -9 | 21 | -2 | -11 | 0 | 2 | -6 | 5
COCCNc1nc2c(c(=O)n(C)c(=O)n2C)n1Cc1cccc(C(F)(F)F)c1 | -5 | 4 | 4 | -12 | -7 | 0 | -4 | -3 | -5
COCc1nnc(NC(=O)CSc2ccc(C)cc2)s1 | 4 | 0 | 10 | -2 | 0 | -1 | -15 | -9 | -4
O=S(=O)(Nc1c(S(=O)(=O)c2ccccc2)c2nc3ccccc3nc2n1C1CCCCC1)c1ccccc1 | 20* | -5 | -8 | 12 | -19 | -2 | 4 | -21 | -8
Cn1c(CNC(=O)c2ccc(F)cc2)nc2ccccc21 | 2 | -6 | 0 | 4 | -5 | -1 | 1 | -26 | -9
CCOc1ccc(N2C(=O)Nc3ccccc3C2(O)C(=O)NCc2ccc(C)cc2)cc1 (stereo not drawn) | 0 | 5 | 16 | -7 | 7 | 12* | -2 | 5 | 1
CCOc1cc(/C=N/NC(=O)Cn2nc([N+](=O)[O-])cc2C)cc(Br)c1OCc1ccccc1C | 6 | -6 | 21 | -6 | -9 | 5 | -12 | -7 | 8
CCOC(=O)c1sc(NC(C)=O)nc1C | 3 | -2 | 14 | 6 | -16 | 2 | -3 | -2 | 2
CCOC(=O)Cc1csc(NC(=S)NC(=O)c2cccc([N+](=O)[O-])c2)n1 | 3 | · | 13 | -1 | · | 2 | -5[fluorescence artefact?] | -20 | 9
N#Cc1c2n(c(=S)n(-c3ccccc3[N+](=O)[O-])c1=O)CCCCC2 | 4 | -1 | · | -5 | -28 | 7 | -1 | -2 | -1
COc1ccc(CNC(=O)Cn2nnc(-c3ccc(NC(=O)C4CCCCC4)cc3)n2)cc1 | -5 | 5 | 0 | 12 | -4 | -2 | 0 | -8 | -4
CNC(=S)N1CCN=C1Nc1nc(C)cc(C)n1 | 4 | 4 | 5 | 4 | -9 | 1 | -4 | -8 | -3
N#CC(C#N)=C1c2cc(S(N)(=O)=O)ccc2-c2ccc(S(N)(=O)=O)cc21 | 6 | -5 | 4 | 81* | -20 | 6 | 11 | 7 | 9
CN(Cc1cccs1)C(=O)c1ccc(S(=O)(=O)NCc2ccco2)cc1 | 3 | 44* | 3 | 3 | · | -1 | -15 | 0 | -2
COc1cc2nc(CN3CCN(S(=O)(=O)c4ccc(C)c(C)c4)CC3)[nH]c(=O)c2cc1OC | 2 | -6 | 17 | -7 | -15 | 2 | -1 | 25 | 18
C=CCn1c(SCc2nc3cc(C(F)(F)F)ccc3c(=O)[nH]2)nc2sc(CC)cc2c1=O | 5 | -7 | 11 | -13[fluorescence artefact?] | -16 | -1 | 4 | -7 | 5

Rewritten with two lines to a compound: entries from further up
Sequence of screens: p97 inhibitor	Rad51 HR inh	FXIIa inh 1536	14-3-3 Bad inh	Mdm2 ligase inh	Wee1 stabilizer	eIF4E-4G inh	KLK5 inh	FXIa inh 1536
- OCc1nc2ccccc2n1CC(O)COc1ccccc1 (stereo not drawn)
  3	-9	21	-2	-11	0	2	-6	5
- COCCNc1nc2c(c(=O)n(C)c(=O)n2C)n1Cc1cccc(C(F)(F)F)c1
  -5	4	4	-12	-7	0	-4	-3	-5
- COCc1nnc(NC(=O)CSc2ccc(C)cc2)s1
  4	0	10	-2	0	-1	-15	-9	-4
- O=S(=O)(Nc1c(S(=O)(=O)c2ccccc2)c2nc3ccccc3nc2n1C1CCCCC1)c1ccccc1
  20*	-5	-8	12	-19	-2	4	-21	-8
- Cn1c(CNC(=O)c2ccc(F)cc2)nc2ccccc21
  2	-6	0	4	-5	-1	1	-26	-9
- CCOc1ccc(N2C(=O)Nc3ccccc3C2(O)C(=O)NCc2ccc(C)cc2)cc1 (stereo not drawn)
  0	5	16	-7	7	12*	-2	5	1

Continued:
SMILES | p97 inhibitor | Rad51 HR inh | FXIIa inh 1536 | 14-3-3 Bad inh | Mdm2 ligase inh | Wee1 stabilizer | eIF4E-4G inh | KLK5 inh | FXIa inh 1536
CCNC(=O)/C=C1\NC(C)(C)Cc2c1ccc1ccccc21 | 2 | -9 | 16 | -11 | · | -1 | 7 | 1 | 8
CC(=C\C(=O)O)/C(=C/c1ccco1)C(=O)O | -8 | -15 | 10 | 3 | -6 | 0 | 5 | 9 | 2
Cc1ccc(S(=O)(=O)Nc2cc(-c3nn(C)c(=O)c4ccccc34)ccc2N2CCOCC2)cc1 | 2 | -2 | 13 | 0 | -27 | -2 | -4 | 4 | -9
CCOC(=O)c1oc2ccc(CNC(C)(C)C)c(Cl)c2c1C | -7 | -3 | 14 | 33 | -10 | 4 | 2[fluorescence artefact?] | -6 | 7
CCOC(=O)c1oc2ccc(/C=N/O)c(Cl)c2c1C | 3 | -11 | 4 | -5 | 3 | 4 | 1 | -9 | -7
Cc1nn(Cc2ccc(Cl)cc2)c(C)c1NC(=O)CSc1nc2c(c(C(F)(F)F)n1)CCc1ccccc1-2 | 5 | 0 | 20 | 35 | -5 | -2 | 1 | 5 | -12
N/C(Cc1cccc2ccccc12)=N\O | 2 | -18 | 8 | 1 | -3 | 5 | -1 | -10 | 5
CCOC(=O)c1sc(C)c2c(=O)n(CC)nnc12 | 4 | 3 | 26 | -2 | -2 | 0 | 3 | -14 | 1
CC(C)Cc1nnc(NC(=O)c2cc3c(s2)CCC3)s1 | 1 | 2 | 13 | -3 | -11 | 1 | -7 | 8 | 5
CC(OC(=O)Cc1c(F)cccc1Cl)C(=O)NCCC1=CCCCC1 (stereo not drawn) | -5 | -2 | 12 | -21 | -11 | 0 | 0[fluorescence artefact?] | -20 | 0
COC(=O)c1ccc(S(=O)(=O)N2Cc3ccccc3C2)cc1 | -4 | -6 | 16 | 4 | -15 | -2 | 1 | 23 | 7
Cc1ccc(Cl)c(OCC(=O)OCC(=O)NC2CCCc3ccccc32)c1 (stereo not drawn) | 1 | 0 | 14 | 3[fluorescence artefact?] | -11 | 0 | 5 | -7 | 1
COc1cc(CNCCc2c[nH]c3ccccc23)ccc1OCc1ccc(F)cc1 | 3 | -3 | 14 | -5 | -18 | 0 | -6 | -6 | 1
CCOc1ccc(N2C(=O)c3cccnc3C2Nc2ccc(C)c(C)c2)cc1 (stereo not drawn) | 5 | -1 | -15 | -7 | -10 | 0 | -7 | -7 | -15
Cc1cccc(-n2c(C)cc(C(=S)N3CCOCC3)c2C)c1C | -5 | -4 | 6 | -1 | -20 | -1 | -2 | 3 | -2
C/C=C/c1ccc(OCCCCN2CC(C)CC(C)C2)c(OC)c1 (stereo not drawn) | -1 | 20 | -7 | 26 | -33 | -1 | 7 | -20 | -6
CCOc1ccc(-c2nc(N)ncc2Oc2ccccc2Br)c(O)c1 | 0 | 1 | 7 | -6 | -11 | -3 | 8[fluorescence artefact?] | 1 | -4
N#CCC(=O)N/N=C/c1cc([N+](=O)[O-])ccc1N1CCOCC1 | 2 | -2 | 7 | -5 | -7 | 0 | -4 | -2 | -3
S=C(NCc1ccco1)Nc1ccc(Br)cc1Cl | 0 | 20 | -4 | -6 | -24 | -2 | -2 | -24 | -8
CN1C(=O)CC(N2CCN(CC(N)=O)CC2)C1=O (stereo not drawn) | 8 | 2 | 9 | 6 | -16 | 2 | -3 | -5 | 1
O=C(/C=C/c1c(F)cccc1Cl)c1ccc(F)cc1 | -1 | -1 | 11 | -3 | -14 | -2 | -3 | -7 | -1
COc1cc(/C=N/Nc2ncc(C(F)(F)F)cc2Cl)cc(OC)c1O | -2 | 9 | 8 | -13[fluorescence artefact?] | 5 | -1 | 13 | -6 | 11
Cc1c(NCc2nc3ccccc3[nH]2)c(=O)n(-c2ccccc2)n1C | -2 | -8 | 16 | -17[fluorescence artefact?] | -25 | -1 | 8[fluorescence artefact?] | -18 | 5
O=C(NCCc1cccc(F)c1)/C(=C/c1cccnc1)NC(=O)c1ccccc1 | 2 | 11 | 5 | 3 | 10 | 0 | 0 | -10 | 0
O=C(COC(=O)CSc1nnc(-c2ccc(Cl)cc2)o1)Nc1cc(Cl)ccc1Cl | 1 | 15 | 1 | 3 | · | 0 | -1 | 2 | 0
O=C(NNc1ccccn1)C(=O)NNS(=O)(=O)c1ccc(F)cc1 | 5 | 17 | 7 | -24 | -2 | 7 | -6 | -16 | -2
Cc1noc(C)c1S(=O)(=O)NCCCN1CCN(Cc2ccccc2)CC1 | -3 | · | 13 | -2 | -11 | 7 | 0 | -10 | 5
CCCCNC(=O)CNC(=S)N(Cc1ccccc1F)C1CCCCC1 | -7 | 8 | 3 | -3 | -10 | 9.1* | 2 | -7 | -6

Looked up above.
FXIa inh 1536 result of CCNC(=O)/C=C1\NC(C)(C)Cc2c1ccc1ccccc21 stands at 8
KLK5 inh result of CC(OC(=O)Cc1c(F)cccc1Cl)C(=O)NCCC1=CCCCC1 (stereo not drawn) stands at -20
Rad51 HR inh result of CCN(Cc1ccccc1)C(=O)Cn1c(=O)oc2ccccc21 stands at -3
Rad51 HR inh result of CCOc1ccc(N2C(=O)Nc3ccccc3C2(O)C(=O)NCc2ccc(C)cc2)cc1 (stereo not drawn) stands at 5
